Screens deposited in PubChem BioAssay by Sanford-Burnham Center for Chemical Genomics.
697 NFkB inh: lowers PMA/ionomycin-induced NF-kB signal in 697 B cells | inhibition, % at 4 µM | 697 B-cell NF-kB luciferase reporter, 16 h | 330,000 tested, 0.33% active; in the data active = inhibition above about 35%
SENP8 inh: SENP8 protease inhibition; Q96LD8; purified SENP8, Z-RLRGG-aminoluciferin cleavage, luminescence; inhibition, % at 10 µM; 330,000 tested, 1.2% active
Gli-Sufu block: Gli-Sufu pathway antagonism; AID 588413; Sufu-KO-LIGHT fibroblasts, Gli luciferase reporter luminescence; 340,000 tested, 0.74% active; inhibition, % at 5 µM;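 active = inhibition above about 55%, limit read from the data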;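 also: 0% = DMSO-treated cells and 100% = wells with medium but no cells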
Apaf1 inhib: inhibitors of human Apaf-1 apoptosome; inhibition, % at 20 µM; AID 489030; O14727; reconstituted apoptosome caspase-3 activity, DEVD-Rh110 fluorescence; 330,000 tested, 0.71% active; active = inhibition of at least 40% at 20 µM;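 also: plate controls were DMSO wells for no effect and DEVD-CHO caspase inhibitor wells for full effect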
Target sequence (O14727 whole entry, looked up): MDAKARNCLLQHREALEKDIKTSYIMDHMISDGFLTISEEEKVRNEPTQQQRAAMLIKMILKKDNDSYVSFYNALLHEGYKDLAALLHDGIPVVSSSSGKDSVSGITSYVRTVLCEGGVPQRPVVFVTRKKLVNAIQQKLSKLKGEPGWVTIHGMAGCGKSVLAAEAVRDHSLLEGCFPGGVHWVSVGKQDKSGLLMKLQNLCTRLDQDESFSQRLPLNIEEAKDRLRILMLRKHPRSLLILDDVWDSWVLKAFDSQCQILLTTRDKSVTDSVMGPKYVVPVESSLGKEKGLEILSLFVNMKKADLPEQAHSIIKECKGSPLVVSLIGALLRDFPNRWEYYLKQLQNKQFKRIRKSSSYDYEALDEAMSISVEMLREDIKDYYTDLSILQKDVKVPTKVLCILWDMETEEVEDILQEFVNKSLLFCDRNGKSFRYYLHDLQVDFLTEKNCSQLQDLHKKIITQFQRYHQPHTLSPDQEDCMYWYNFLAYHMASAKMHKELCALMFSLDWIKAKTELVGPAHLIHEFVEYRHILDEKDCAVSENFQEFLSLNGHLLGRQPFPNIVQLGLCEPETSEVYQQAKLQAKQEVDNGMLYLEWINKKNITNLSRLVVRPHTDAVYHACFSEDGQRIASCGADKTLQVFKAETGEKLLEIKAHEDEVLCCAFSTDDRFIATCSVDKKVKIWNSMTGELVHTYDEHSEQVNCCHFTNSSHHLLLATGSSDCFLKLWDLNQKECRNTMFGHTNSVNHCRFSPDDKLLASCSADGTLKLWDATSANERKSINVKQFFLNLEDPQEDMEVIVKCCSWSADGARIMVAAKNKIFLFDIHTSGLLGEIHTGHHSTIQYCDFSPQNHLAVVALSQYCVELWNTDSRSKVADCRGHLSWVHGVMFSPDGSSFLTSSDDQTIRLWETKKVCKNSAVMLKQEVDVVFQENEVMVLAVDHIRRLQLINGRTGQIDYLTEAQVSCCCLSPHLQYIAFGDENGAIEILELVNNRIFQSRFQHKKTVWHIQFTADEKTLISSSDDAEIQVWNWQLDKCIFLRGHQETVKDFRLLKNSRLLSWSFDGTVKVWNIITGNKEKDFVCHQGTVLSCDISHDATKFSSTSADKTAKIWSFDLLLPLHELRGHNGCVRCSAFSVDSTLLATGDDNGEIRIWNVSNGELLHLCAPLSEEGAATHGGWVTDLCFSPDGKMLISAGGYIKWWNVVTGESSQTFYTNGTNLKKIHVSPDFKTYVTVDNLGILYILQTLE
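System: Apoptosome proteins | Medium: Hepes pH 7.5 with detergent and BSA | Also added: Cytochrome c trigger plus (Z-DEVD)2-Rh110 caspase-3 substrate | Incubation: 30 min compound preincubation, 50 min activation, room temperature | Detection: Rhodamine 110 fluorescence at Ex 480/Em 540 nm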
Jurkat NFkB inh: lowers PMA/ionomycin-induced NF-kB signal in Jurkat cells; PMA/ionomycin-induced NF-kB luciferase reporter, luminescence; inhibition, % at 4 µM; 330,000 tested, 0.53% active
SENP7 inh: inhibitors of human SENP7 protease | Q9BQF6 | inhibition, % at 5 µM | AID 434973 | 330,000 tested, 1.5% active | recombinant SENP7, Z-RLRGG-aminoluciferin luminescence, 40 min;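 active = inhibition above about 50% at the single test dose, limit read from the data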;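 also: plate controls were DMSO with enzyme for no effect and no enzyme buffer wells for full effect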
HKDC1 inhibitor: blocks human hexokinase HKDC1 activity. inhibition, % at 20 µM. recombinant HKDC1, G6PDH/diaphorase resazurin coupled fluorescence. AID 493160. 340,000 tested, 0.16% active. Q2TB90;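 active = inhibition above about 35% when tested at 20 µM, limit read from the data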;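 also: plate controls were DMSO wells with enzyme for no effect and DMSO wells lacking enzyme for full effect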
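Test system: recombinant HKDC1 (HK5) hexokinase enzyme, produced in-house / Doses: 20 µM test compound, 1% DMSO / Timing: 90 min, room temperature / Detection: G6PDH/diaphorase-coupled fluorescence, 1 mM NADP, 100 µM resazurin, 525/613 nm / Control set: DMSO wells with and without enzyme mix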
UBC13 inh: blocks human UBC13 polyubiquitin chain formation | 330,000 tested, 0.47% active | P61088 | TR-FRET | inhibition, % at 20 µM; in the data active = inhibition above about 45%, passing the limit was not always enough
The depositor's hits bear a star. Rule as the data show it, unless noted: active = inhibition above about 50%; inactive = the rest.

mol	HKDC1 inhibitor	UBC13 inh	Jurkat NFkB inh	697 NFkB inh	SENP8 inh	SENP7 inh	Apaf1 inhib	Gli-Sufu block
O=C(OCCN1C(=O)c2cccc3c(N4CCOCC4)ccc(c23)C1=O)c1ccc(Cl)cc1	-8	7	64*	-56	-4	-2	8	-8
Cc1ccc(/C=N\NC(=O)c2ccc3c(c2)OCO3)o1	-4	-10	-30	-38	-11	11	-4	-29
COc1ccccc1C(=O)Nc1cccc(NC(=O)c2ccccc2OC)n1	-8	16	10	10	-15	-4	8	18
O=C(N/N=C/C1CC=CCC1)c1ccc(Cl)cc1O (configuration not stated)	0	1	9	9	-13	4	1	2
COc1ccc(NC(=O)CN(C)CC(=O)Nc2sc3c(c2C#N)CCC3)cc1	1	7	-9	-9	-13	-8	20	-2
O=C(COC(=O)C1CCC(=O)N1)Nc1ccc(Br)cc1 (configuration not stated)	-8	7	4	-3	7	-1	-6	-11
COc1cccc(CNC(=O)CSc2nnc3c(n2)[nH]c2ccc(C)cc23)c1	3	-4	-2	-15	-4	13	12	19
N#CCC(=O)N/N=C/c1ccc(OS(=O)(=O)c2ccccc2)cc1	-5	-8	-27	-15	-3	-8	8	-4
COc1ccc(C(=O)Cc2nnc(C)s2)cc1	6	-10	-28	-19	-28	-3	4	-25
COc1cc(C(=O)NCCC(=O)NCCc2ccc(Cl)cc2)cc(OC)c1OC	-6	8	22	-3	-3	-4	-13	8
COc1ccc(OCC(O)CNC(=O)c2ccc(OC)cc2)cc1 (configuration not stated)	0	-6	-2	29	-13	-7	0	-5
Cc1nn(CC(=O)NC(C)c2ccccc2)c(=O)c2ccccc12 (configuration not stated)	-4	0	17	20	3	-2	0	7
O=C(CC1C(=O)NCCN1Cc1cccc(F)c1)NCCCN1CCCC1=O (configuration not stated)	1	-8	6	-23	-3	9	-3	-13
O=C(COC(=O)C12CC3CC(CC(Br)(C3)C1)C2)Nc1ccc2[nH]c(=O)[nH]c2c1	9	-6	14	7	0	3	5	-9
CCc1ccc(N2CC(C(=O)Nc3ccc(S(=O)(=O)Nc4ncccn4)cc3)CC2=O)cc1 (configuration not stated)	3	5	5	9	4	0	-3	-19
Cn1c(N)c(C(=O)COC(=O)Cn2cc(C(F)(F)F)ccc2=O)c(=O)n(C)c1=O	7	4	-8	11	4	3	3	2
O=C(N/N=C/c1cccc([N+](=O)[O-])c1)c1cccs1	-6	7	-28	-34	-15	-5	-11	-16
COc1ccc(NC2CCCN(C(=O)CSc3ccncc3)C2)cc1 (configuration not stated)	3	2	9	-7	-3	11	16	-6
O=C(CSc1cc(Cl)ccc1Cl)NCCCn1ccnc1	-4	6	-7	12	2	5	13	-4
Cc1ccc([N+](=O)[O-])c(OCCN2CCNCC2)c1	12	-6	1	11	-15	-4	-8	7
COc1cc(-c2nc(-c3cccc(C)c3)no2)cc(OC)c1OC	5	-2	-27	-25	-4	7	20	-30
CCCN(CCC)CCNC(=O)c1cc2c(=O)n(CC)c3ccccc3c2s1	-1	73*	-38	4	-4	-2	-22	24
COc1ccc(NC(=O)NC2(C(=O)N3CCCC3)CCCCC2)cc1	-4	3	0	10	7	9	-1	2
CCOCCCNc1nc(=S)[nH]c2cc(OC)c(OC)cc12	-2	8	-1	2	4	1	6	-1
CCCCn1c(N)c(N(CCOC)C(=O)c2cc(Cl)nc3ccccc23)c(=O)[nH]c1=O	-6	2	-4	10	-5	-1	-7	-2

Reformatted: results already given
Cc1nn(CC(=O)NC(C)c2ccccc2)c(=O)c2ccccc12 (configuration not stated)
  HKDC1 inhibitor: -4
  UBC13 inh: 0
  Jurkat NFkB inh: 17
  697 NFkB inh: 20
  SENP8 inh: 3
  SENP7 inh: -2
  Apaf1 inhib: 0
  Gli-Sufu block: 7

O=C(CC1C(=O)NCCN1Cc1cccc(F)c1)NCCCN1CCCC1=O (configuration not stated)
  HKDC1 inhibitor: 1
  UBC13 inh: -8
  Jurkat NFkB inh: 6
  697 NFkB inh: -23
  SENP8 inh: -3
  SENP7 inh: 9
  Apaf1 inhib: -3
  Gli-Sufu block: -13

Other records:
mol	HKDC1 inhibitor	UBC13 inh	Jurkat NFkB inh	697 NFkB inh	SENP8 inh	SENP7 inh	Apaf1 inhib	Gli-Sufu block
Cc1c(NC(=S)NC(=O)CSc2ccc(Cl)cc2)cccc1C(=O)O	-2	1	5	6	0	-8	14	29
CCCCCc1cc(=O)oc2c(C(CCN3CCN(c4ccccc4)CC3)c3ccc(N(C)C)cc3)c(OC)cc(OC)c12 (configuration not stated)	-8	14	-2	16	-11	16	19	-7
COc1ccc(C(=O)Cc2cc3cccc(OC)c3oc2=O)cc1	18	6	-4	-3	-7	-16	2	-28
CCCCSc1ncnc2[nH]ncc12	1	-1	2	2	-6	-3	-20	-16
CCc1noc(C)c1C(=O)Nc1nc2ccc(F)cc2s1	1	-4	-38	-67	64*	66*	8	-32
CCC(Oc1ccccc1)C(=O)Nc1ccc(S(=O)(=O)Nc2cc(C)on2)cc1 (configuration not stated)	-6	3	15	16	3	1	3	17
COc1ccc(OC)c(N(CC(=O)NCCSCc2ccco2)S(=O)(=O)c2ccc(OC)c(OC)c2)c1	-4	-7	-9	-22	-4	12	17	8
Cc1ccc(OCc2ccccc2Br)c([N+](=O)[O-])n1	0	-6	-5	-5	-14	-10	16	-17
COc1ccc(CC(=O)N2CCN(S(=O)(=O)c3cccs3)CC2)cc1OC	-2	18	11	10	2	4	-26	2
O=C(CCNC(=O)Cn1ccc2ccccc2c1=O)NCCC1=CCCCC1	-10	4	-3	10	4	3	-16	0
Cc1noc(C)c1COc1ccc(C(=O)NCCc2ccc(F)cc2)cc1	1	3	-3	9	-11	-4	8	-17
CCc1cccc(C)c1NC(=S)N(CCCN1CCOCC1)Cc1cccnc1	-8	-3	-2	-1	-8	12	-14	2
C=CCOc1c2ccc(C(=O)NC3CCCc4ccccc43)cc2nn1C (configuration not stated)	-16	10	14	16	4	5	4	1
CCOC(=O)N1CCc2c(sc(NC(=O)CCS(=O)(=O)c3ccccc3)c2C(N)=O)C1	-2	5	0	-9	-5	-7	3	-29
O=C(CCSc1ccccc1)NNC(=O)c1ccccc1F	-1	2	1	12	9	-5	-6	11
Cc1ccccc1N(C(=O)c1snc(C(N)=O)c1N)C(C(=O)NCc1ccccc1)c1ccc(O)cc1 (configuration not stated)	7	16	12	3	2	6	17	-2
O=c1c2c(nc3c(-c4cccc(Br)c4)c[nH]n13)CCCC2	2	-2	-3	-26	2	2	13	33
CCCCN(C)CCCNC(=O)c1cn(C)c2ccc(S(=O)(=O)N(C)C3CCCCC3)cc2c1=O	3	9	-2	-7	-3	1	7	12
CCc1ccc(/C=C2\SC(N3CCOCC3)=NC2=O)cc1	-7	-7	-2	-19	-9	-9	8	0
COc1ccc(/C=C(\C#N)C(=O)NCCCn2ccnc2)cc1	-9	-4	5	3	2	0	-2	-4
CNC(=O)c1ccc(NC(=O)CN2c3cccc4cccc(c34)S2(=O)=O)cc1	7	8	8	15	-2	-1	0	-4
O=C1c2ccccc2C(=O)N1c1ncccn1	4	4	19	14	-5	0	-3	8
Cc1ccc(N(CCC(=O)N2CCOCC2)S(=O)(=O)c2ccccc2)cc1	-2	-3	-3	12	-9	-9	4	10
N/C(=N\c1nc(CSc2nc3ccccc3s2)cc(=O)[nH]1)Nc1ccc(F)cc1	-8	-1	42	11	6	11	1	11
CC(=O)c1ccc(OC(=O)COc2ccccc2Cl)cc1	5	6	-3	2	-5	-9	6	2

Entries above with an NH in an aromatic ring, in the order listed:
mol	HKDC1 inhibitor	UBC13 inh	Jurkat NFkB inh	697 NFkB inh	SENP8 inh	SENP7 inh	Apaf1 inhib	Gli-Sufu block
COc1cccc(CNC(=O)CSc2nnc3c(n2)[nH]c2ccc(C)cc23)c1	3	-4	-2	-15	-4	13	12	19
O=C(COC(=O)C12CC3CC(CC(Br)(C3)C1)C2)Nc1ccc2[nH]c(=O)[nH]c2c1	9	-6	14	7	0	3	5	-9
CCOCCCNc1nc(=S)[nH]c2cc(OC)c(OC)cc12	-2	8	-1	2	4	1	6	-1
CCCCn1c(N)c(N(CCOC)C(=O)c2cc(Cl)nc3ccccc23)c(=O)[nH]c1=O	-6	2	-4	10	-5	-1	-7	-2
CCCCSc1ncnc2[nH]ncc12	1	-1	2	2	-6	-3	-20	-16
O=c1c2c(nc3c(-c4cccc(Br)c4)c[nH]n13)CCCC2	2	-2	-3	-26	2	2	13	33
N/C(=N\c1nc(CSc2nc3ccccc3s2)cc(=O)[nH]1)Nc1ccc(F)cc1	-8	-1	42	11	6	11	1	11

Following part.
mol	HKDC1 inhibitor	UBC13 inh	Jurkat NFkB inh	697 NFkB inh	SENP8 inh	SENP7 inh	Apaf1 inhib	Gli-Sufu block
Cc1cccc(-c2c3c(=O)n(C)c(=O)n(C)c3cn2C(C)C)c1	-3	-8	2	-12	-10	-3	-2	-6
Cc1cc(C(=O)N/N=C2\CC(=O)c3ccccc32)c(C)n1-c1ccc(F)cc1	12	-14	-2	6	40	21	69*	-22
Cc1ccc(-n2c(C)n[nH]c2=S)cc1C	-10	-17	-10	-19	-6	-4	4	-11
Cc1ccc(C(=O)Nc2oc(-c3ccccc3)cc2C#N)cc1	4	-2	3	10	-7	-7	11	-3
Cc1cccc(NC(=O)C2CCCCN2S(=O)(=O)c2ccccc2)c1C (configuration not stated)	3	3	-4	6	0	9	7	0
O=C(O)CCC(=O)N1CCc2cc(S(=O)(=O)N3CCN(c4ccc(F)cc4)CC3)ccc21	1	-10	7	-4	7	6	7	-15
Cc1ccc(C(=O)N2CCC(C)CC2)cc1C	-4	-2	-21	-13	-19	-14	0	-5
CCOC(=O)C1CCCN(c2c(C(=O)c3ccccc3)cnc3ccc(OC)cc23)C1 (configuration not stated)	-2	16	-2	8	2	6	18	3
CCOC(=O)N1CCC(NC(=O)c2ccc3c(=O)n4c(nc3c2)CCCC4)CC1	0	2	-3	-1	2	-1	-3	-1
O=C(c1ccc2c(c1)OCCO2)C1CCN(S(=O)(=O)c2ccccc2F)CC1	-7	16	2	22	-5	-4	-10	-1
COc1cc(OC)c(Nc2cc(C)nc3nc(C)nn23)cc1Cl	-1	-6	2	-18	-15	-19	7	-2
